Source: PubChem BioAssay
PP5 inh: inhibitors of human protein phosphatase 5 (PP5); 320,000 tested, 0.18% active; P53041; AID 1987; inhibition, % at 6.7 µM; purified PP5c, OMFP substrate fluorescence;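 active means inhibition above the campaign's mean inhibition across all tested compounds plus 3 SD, cut at about 9.5% in these data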;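 further: 0% = DMSO only and 100% = 100 µM cantharidin control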
EBNA-1 inh: blocks EBNA-1 binding to DNA; EBNA-1 DNA binding, fluorescence polarization; inhibition, % at 14.8 µM; 300,000 tested, 0.34% active; in the data active means inhibition above about 28%
CR mimetic SO: lowers age-related superoxide in aged yeast cells; S. cerevisiae aged cells, superoxide DHE fluorescence; active compounds read low; superoxide response (% of plate mean), % at 10 µM; 330,000 tested, 0.18% active;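 active means superoxide response under a set limit, about three screen SD below normal, cut at about 65% in these data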;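 further: yeast aged for seven days with compound at 30 °C before DHE staining; 100% = average MFI of all compound-treated wells on the plate with controls excluded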
HCV core dimer: HCV core protein dimerization inhibition; inhibition, % at 5 µM; TR-FRET GST/Flag-core106 dimerization, 1536-well; 300,000 tested, 0.33% active;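 active means inhibition above the mean of all tested compounds plus 3 SD, set per screening campaign, cut at about 45% in these data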
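Test system: GST/Flag-tagged HCV core106 proteins; Medium: KF-containing HEPES buffer, pH 7.45, DTT, CHAPS, BSA; Times: compound-protein-antibody incubation 4 h at 22.5 °C; Detection: TR-FRET 671 and 617 nm emission; Benchmarks: wells lacking GST-core106 and wells with excess unlabelled core106.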
TPT1 inhibitor: blocks Candida albicans tRNA 2'-phosphotransferase; recombinant caTPT1, FP RNA substrate dephosphorylation; inhibition, % at 5 µM; 300,000 tested, 0.81% active; AID 1962;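 active means inhibition above the mean of all tested compounds plus 3 SD, set per screening campaign, cut at about 24% in these data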;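 further: plate controls were DMSO alone for no effect and ferristatin control at 100 nM for full effect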
GASC-1 inh: human JMJD2C demethylase inhibition; Q9H3R0; GST-JMJD2C(1-420) H3K9me3 demethylation, DELFIA europium; inhibition, % at 2.35 µM; 330,000 tested, 0.069% active;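 active means more than half of a compound's replicate wells show inhibition beyond 50%, single wells judged on their own value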;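 further: signal counts dimethyl H3K9 product captured on neutravidin plate; 0% = median of DMSO wells and 100% = 0.3 times that DMSO median; strong numbers were not always called active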
Target sequence (Q9H3R0 1-420 limits assumed): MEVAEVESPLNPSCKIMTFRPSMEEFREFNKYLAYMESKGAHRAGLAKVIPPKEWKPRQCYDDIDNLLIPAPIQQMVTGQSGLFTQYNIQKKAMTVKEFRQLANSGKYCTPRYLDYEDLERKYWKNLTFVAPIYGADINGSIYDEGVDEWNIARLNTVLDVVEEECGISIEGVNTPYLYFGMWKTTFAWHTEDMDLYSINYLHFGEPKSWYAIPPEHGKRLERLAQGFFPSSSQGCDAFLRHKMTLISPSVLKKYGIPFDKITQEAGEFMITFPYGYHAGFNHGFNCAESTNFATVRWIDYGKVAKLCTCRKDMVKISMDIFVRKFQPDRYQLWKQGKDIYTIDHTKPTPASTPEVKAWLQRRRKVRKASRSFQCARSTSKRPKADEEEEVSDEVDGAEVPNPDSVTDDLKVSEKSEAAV
Fh CTSL1 inh: counter-screen for PFM18AAP inhibitors: inhibitors of F. hepatica cathepsin L1. inhibition, % at 5.96 µM. 300,000 tested, 0.49% active. AID 1906. recombinant F. hepatica cathepsin L1, Z-Leu-Arg-MCA fluorescence;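 active means inhibition above the mean of all tested compounds plus 3 SD, set per screening campaign, cut at about 17% in these data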;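 further: 0% = plate median of test compound wells and 100% = 1 µM Z-Phe-Ala-diazomethylketone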
ZTA DNA inh: blocks Epstein-Barr virus ZTA, an EBNA-1 counter-screen | ZTA-DNA binding, fluorescence polarization | inhibition, % at 11 µM | AID 2234 | P03206 | 320,000 tested, 0.15% active; in the data active means inhibition above about 33%
Target sequence (P03206 whole entry, looked up): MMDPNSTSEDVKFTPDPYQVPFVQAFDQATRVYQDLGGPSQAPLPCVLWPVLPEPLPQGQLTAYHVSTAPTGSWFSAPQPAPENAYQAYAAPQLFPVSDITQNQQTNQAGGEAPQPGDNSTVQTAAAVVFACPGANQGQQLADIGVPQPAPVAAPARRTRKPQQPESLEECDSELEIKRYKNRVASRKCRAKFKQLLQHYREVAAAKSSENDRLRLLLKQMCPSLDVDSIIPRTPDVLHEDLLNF
PP1 counter: PP1-alpha (human) inhibition in PP5 counter-screen; P62136; purified PP1alpha, OMFP fluorescence; inhibition, % at 6.7 µM; 320,000 tested, 0.9% active; AID 2235;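 active means inhibition above the mean inhibition of all tested compounds plus 3 SD, computed separately for each screening campaign, cut at about 15% in these data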
Target sequence (P62136 whole entry, looked up): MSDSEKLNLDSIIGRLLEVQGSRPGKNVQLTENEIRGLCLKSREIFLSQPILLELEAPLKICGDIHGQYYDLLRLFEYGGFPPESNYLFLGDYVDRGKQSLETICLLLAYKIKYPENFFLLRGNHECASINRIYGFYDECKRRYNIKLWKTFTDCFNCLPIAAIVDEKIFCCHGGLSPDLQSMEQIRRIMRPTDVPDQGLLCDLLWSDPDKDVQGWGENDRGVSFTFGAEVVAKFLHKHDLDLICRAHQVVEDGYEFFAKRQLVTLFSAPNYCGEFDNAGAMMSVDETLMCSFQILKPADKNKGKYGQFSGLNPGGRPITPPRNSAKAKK
Active calls of the source: *; & = joins results of further samples.

Start of the data: the first 2 compounds as a preview:
Screening C=C(C)Cc1c(C)c(C#N)c2nc3ccccc3n2c1NCCCN(C)C returned PP5 inh -0.2, EBNA-1 inh 8, CR mimetic SO 99, HCV core dimer 0, TPT1 inhibitor -2, GASC-1 inh 51, Fh CTSL1 inh 2, ZTA DNA inh 6 and PP1 counter -1.
For O=C1C=C(c2ccc(Oc3ccccc3)cc2)C[C@@H](c2ccc3c(c2)OCO3)C1 the results were PP5 inh 0.2, CR mimetic SO 88, GASC-1 inh 10, ZTA DNA inh 5 and PP1 counter 4.

The listing, previewed entries included:
Screening C=C(C)Cc1c(C)c(C#N)c2nc3ccccc3n2c1NCCCN(C)C returned PP5 inh -0.2, EBNA-1 inh 8, CR mimetic SO 99, HCV core dimer 0, TPT1 inhibitor -2, GASC-1 inh 51, Fh CTSL1 inh 2, ZTA DNA inh 6 and PP1 counter -1.
For O=C1C=C(c2ccc(Oc3ccccc3)cc2)C[C@@H](c2ccc3c(c2)OCO3)C1 the results were PP5 inh 0.2, CR mimetic SO 88, GASC-1 inh 10, ZTA DNA inh 5 and PP1 counter 4.
`c1ccc2c(-c3nn4nnnc4c4ccccc34)cccc2c1` gave PP5 inh 2.4, EBNA-1 inh -12, CR mimetic SO 103, HCV core dimer 28, TPT1 inhibitor 4, GASC-1 inh -10, Fh CTSL1 inh 0, ZTA DNA inh -7 and PP1 counter 8.
`CN(C)CCN(Cc1ccccc1)S(=O)(=O)c1ccc(-c2ccc(=O)[nH]n2)s1` gave PP5 inh 3.3, EBNA-1 inh -3, CR mimetic SO 86, HCV core dimer 0, TPT1 inhibitor 3, GASC-1 inh -10, Fh CTSL1 inh -1, ZTA DNA inh 8 and PP1 counter 3.
For CCCCc1c(C)c2ccc(OCC(C)=O)cc2oc1=O the results were PP5 inh 1.2, EBNA-1 inh 4, CR mimetic SO 114, HCV core dimer 8, TPT1 inhibitor -1, Fh CTSL1 inh 1, ZTA DNA inh -22 and PP1 counter 1.
COc1ccc(OC)c(S(=O)(=O)Nc2c(NC3CCCCC3)c3ccccc3oc2=O)c1 was read as PP5 inh 0.5, EBNA-1 inh -2, CR mimetic SO 118, HCV core dimer 10, TPT1 inhibitor -4, GASC-1 inh 3, Fh CTSL1 inh 2, ZTA DNA inh 2 and PP1 counter -2.
`CSc1nc(=O)n2cccc(C)c2n1` gave PP5 inh 6.9, EBNA-1 inh 3, CR mimetic SO 95, HCV core dimer -5, TPT1 inhibitor -3, GASC-1 inh 16, Fh CTSL1 inh 0, ZTA DNA inh -2 and PP1 counter -9.
O=C1NC(Nc2nccs2)(C(F)(F)F)C(=O)N1CCc1ccccc1 (stereo not drawn) was read as PP5 inh 1.8, EBNA-1 inh 0, CR mimetic SO 103, HCV core dimer -1, TPT1 inhibitor -2, GASC-1 inh 10, Fh CTSL1 inh 4, ZTA DNA inh -1 and PP1 counter -1.
Screening CCOc1cc(C)c(C(C)C)cc1S(=O)(=O)N1CCOCC1 returned PP5 inh 0.9, EBNA-1 inh -3, CR mimetic SO 109, HCV core dimer 3, TPT1 inhibitor 4, GASC-1 inh -16, Fh CTSL1 inh -1, ZTA DNA inh 1 and PP1 counter -3.
Screening FC(F)(F)c1cccc(Nc2ncnc3ccccc23)c1 returned PP5 inh 4.1, EBNA-1 inh -6, CR mimetic SO 101, HCV core dimer 0, TPT1 inhibitor -1, GASC-1 inh -4, Fh CTSL1 inh -1, ZTA DNA inh 4 and PP1 counter -4.
Cc1csc(NC(=O)C2=NN(c3ccccc3)C(=O)CC2)n1 was read as PP5 inh -2.4, EBNA-1 inh 3, CR mimetic SO 105, HCV core dimer 0, TPT1 inhibitor -5, GASC-1 inh 3, Fh CTSL1 inh 2, ZTA DNA inh -2 and PP1 counter -2.
`Cc1cc(C(=O)OCC(=O)c2cccc([N+](=O)[O-])c2)c2ccccc2n1` gave PP5 inh 1.9, EBNA-1 inh 1, CR mimetic SO 99, HCV core dimer 6, TPT1 inhibitor 0, GASC-1 inh 22, Fh CTSL1 inh -1, ZTA DNA inh 0 and PP1 counter -1.
Screening CC(C)Sc1nnc(-c2ccc(S(=O)(=O)N3CCOCC3)cc2)n1C returned PP5 inh 1.8, EBNA-1 inh 6, CR mimetic SO 89, HCV core dimer -6, TPT1 inhibitor 2, GASC-1 inh -3, Fh CTSL1 inh -5, ZTA DNA inh 2 and PP1 counter -2.
`O=C(c1ccc([N+](=O)[O-])cc1)N1CCSC1c1ccc(Br)cc1` (stereo not drawn) gave PP5 inh 3.6, EBNA-1 inh -12, CR mimetic SO 96, HCV core dimer 1, TPT1 inhibitor -3, GASC-1 inh -5, Fh CTSL1 inh 3, ZTA DNA inh -9 and PP1 counter -1.
Screening Cc1ccnc(NS(=O)(=O)c2cccc3nsnc23)c1 returned PP5 inh -0.6, EBNA-1 inh 3, CR mimetic SO 89, HCV core dimer -6, TPT1 inhibitor 0, GASC-1 inh -4, Fh CTSL1 inh 4, ZTA DNA inh -14 and PP1 counter 3.
Screening C=CCn1c(SCC(=O)N2CCOCC2)nc(O)c(Cc2ccccc2)c1=O returned PP5 inh 0.3, EBNA-1 inh -6, CR mimetic SO 108, HCV core dimer -1, TPT1 inhibitor 0, GASC-1 inh -4, Fh CTSL1 inh 2, ZTA DNA inh -7 and PP1 counter -3.
Screening Nc1nc(SCc2ccccc2Cl)n[nH]1 returned PP5 inh 0.3, EBNA-1 inh -10, CR mimetic SO 103, HCV core dimer -10, TPT1 inhibitor 0, GASC-1 inh 108, Fh CTSL1 inh -5, ZTA DNA inh -25 and PP1 counter 2.
Screening Cc1ccc(O)c(NC(=O)c2cc([N+](=O)[O-])ccc2Cl)c1 returned PP5 inh -0.9, EBNA-1 inh -15, CR mimetic SO 130, HCV core dimer -5, TPT1 inhibitor -4, GASC-1 inh -8, Fh CTSL1 inh 1, ZTA DNA inh -4 and PP1 counter -1.
For CCCCCC(=O)Nc1ccc2oc(-c3ccncc3)nc2c1 the results were PP5 inh -0.2, EBNA-1 inh 9, CR mimetic SO 103, HCV core dimer -2, TPT1 inhibitor -1, GASC-1 inh 3, Fh CTSL1 inh 1, ZTA DNA inh 4 and PP1 counter -1.
CCOC(=O)c1c(C)[nH]c(C(=O)OCC(=O)N(C)c2c(N)n(Cc3ccccc3)c(=O)[nH]c2=O)c1C was read as PP5 inh 0.0, CR mimetic SO 75, GASC-1 inh 10, ZTA DNA inh -25 and PP1 counter -3.
`CC(C)CC(=O)Nc1ccc(-c2nnn(CC(=O)NCc3ccco3)n2)cc1` gave PP5 inh 1.0, EBNA-1 inh -7, CR mimetic SO 112, HCV core dimer 11, TPT1 inhibitor 4, GASC-1 inh 7, Fh CTSL1 inh 1, ZTA DNA inh 18 and PP1 counter -2.
Screening CC(/C=C/c1ccc(C)o1)=C\C(=O)O returned PP5 inh 1.3, EBNA-1 inh -14, CR mimetic SO 93, HCV core dimer 3, TPT1 inhibitor -7, GASC-1 inh -6, Fh CTSL1 inh 14, ZTA DNA inh -12 and PP1 counter -6.
For COc1cc(-c2nnc(SCc3cccnc3)n2C)cc(OC)c1O the results were PP5 inh -3.3, EBNA-1 inh 5, CR mimetic SO 110, HCV core dimer -8, TPT1 inhibitor 1, GASC-1 inh 1, Fh CTSL1 inh 0, ZTA DNA inh -5 and PP1 counter -7.
Screening Cn1c(=O)c2c(nc(NCCO)n2CCc2ccccc2)n(C)c1=O returned PP5 inh 2.4, EBNA-1 inh -4, CR mimetic SO 87, HCV core dimer -5, TPT1 inhibitor 2, GASC-1 inh 0, Fh CTSL1 inh 0, ZTA DNA inh -8 and PP1 counter -6.
`O=C(NC1CC1)C1CCN(Cc2cnn(-c3ccccc3)c2-n2cccc2)CC1` gave PP5 inh 0.5, EBNA-1 inh 12, CR mimetic SO 105, HCV core dimer -2, TPT1 inhibitor 1, GASC-1 inh 2, Fh CTSL1 inh -1, ZTA DNA inh 17 and PP1 counter 4.
`CCOC(=O)c1[nH]c2c(c1-c1ccccc1)C(=O)CC(c1ccc(Cl)cc1)C2` (stereo not drawn) gave PP5 inh 3.1, EBNA-1 inh 1, CR mimetic SO 113, HCV core dimer 6, TPT1 inhibitor 1, GASC-1 inh -1, Fh CTSL1 inh 0, ZTA DNA inh 3 and PP1 counter -6.
For CC(C#N)N1CCN(S(=O)(=O)c2ccc3c(c2)CCC3)CC1 (stereo not drawn) the results were PP5 inh 1.2, CR mimetic SO 97, GASC-1 inh -6, ZTA DNA inh 1 and PP1 counter 1.
`CCN(CC)S(=O)(=O)c1cccc(-c2nnc(SCC(=O)NCCC3=CCCCC3)n2N)c1` gave PP5 inh -0.3, EBNA-1 inh 12, CR mimetic SO 105, HCV core dimer 8, TPT1 inhibitor -6, GASC-1 inh 2&3, Fh CTSL1 inh -6, ZTA DNA inh 7 and PP1 counter 1.
C/C(=N\NC(N)=S)C1(C)CC2(CC(C)(C)OC2=O)C(=O)O1 (stereo not drawn) was read as PP5 inh 3.3, EBNA-1 inh 8, CR mimetic SO 82, HCV core dimer -11, TPT1 inhibitor 2, GASC-1 inh 17, Fh CTSL1 inh 19*, ZTA DNA inh 0 and PP1 counter -1.
Screening CCCN(Cc1ccccc1)C(=S)Nc1ccc(OCC)cc1 returned PP5 inh -1.9, EBNA-1 inh 4, CR mimetic SO 87, HCV core dimer 1, TPT1 inhibitor -3, GASC-1 inh 5, Fh CTSL1 inh 2, ZTA DNA inh 9 and PP1 counter 2.
`COc1ccccc1-n1ccnc(SCC(=O)NC2CCCCC2)c1=O` gave PP5 inh 0.3, EBNA-1 inh -5, CR mimetic SO 105, HCV core dimer 5, TPT1 inhibitor -4, GASC-1 inh 3, Fh CTSL1 inh 13, ZTA DNA inh -7 and PP1 counter 3.
For Cc1ccccc1CN(C)CCc1ccccn1 the results were PP5 inh 0.9, EBNA-1 inh -20, CR mimetic SO 103, HCV core dimer 0, TPT1 inhibitor 0, GASC-1 inh -11, Fh CTSL1 inh -1, ZTA DNA inh 0 and PP1 counter -7.
COc1ccc(N(Cc2cc3cccc(C)c3[nH]c2=O)S(=O)(=O)c2ccc(Cl)cc2)cc1 was read as PP5 inh 0.6, EBNA-1 inh 0, CR mimetic SO 86, HCV core dimer 5, TPT1 inhibitor -2, GASC-1 inh 14, Fh CTSL1 inh 1, ZTA DNA inh 7 and PP1 counter -1.
COc1ccc(NC(=O)NNC(=O)COc2ccc3cc(Br)ccc3c2)cc1OC was read as PP5 inh 0.2, EBNA-1 inh 8, CR mimetic SO 102, HCV core dimer 21, TPT1 inhibitor 0, GASC-1 inh 0, Fh CTSL1 inh 4, ZTA DNA inh 1 and PP1 counter 25*.
Screening Cc1cc(SCC(=O)Nc2ccc(O)cc2)n2ncc(-c3ccccc3)c2n1 returned PP5 inh 2.0, EBNA-1 inh 1, CR mimetic SO 98, HCV core dimer 2, TPT1 inhibitor 2, GASC-1 inh 4, Fh CTSL1 inh -2, ZTA DNA inh 13 and PP1 counter -1.

Arranged by molecular weight (ascending): part of the list above.
For Cc1ccccc1CN(C)CCc1ccccn1 the results were PP5 inh 0.9, EBNA-1 inh -20, CR mimetic SO 103, HCV core dimer 0, TPT1 inhibitor 0, GASC-1 inh -11, Fh CTSL1 inh -1, ZTA DNA inh 0 and PP1 counter -7.
Screening CCCN(Cc1ccccc1)C(=S)Nc1ccc(OCC)cc1 returned PP5 inh -1.9, EBNA-1 inh 4, CR mimetic SO 87, HCV core dimer 1, TPT1 inhibitor -3, GASC-1 inh 5, Fh CTSL1 inh 2, ZTA DNA inh 9 and PP1 counter 2.
Screening Cc1cc(SCC(=O)Nc2ccc(O)cc2)n2ncc(-c3ccccc3)c2n1 returned PP5 inh 2.0, EBNA-1 inh 1, CR mimetic SO 98, HCV core dimer 2, TPT1 inhibitor 2, GASC-1 inh 4, Fh CTSL1 inh -2, ZTA DNA inh 13 and PP1 counter -1.
